Screening results: PubChem BioAssay, Broad Institute
Cneo AK release: Cryptococcus neoformans lysis via adenylate kinase release; C. neoformans lysis, adenylate kinase release luminescence, 4 h; normalised: neutral wells 0, clomiphene wells 100; lysis activity, % at 15 µM; AID 651654; hit rate 0.2% among 360,000;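 active = mean lysis activity across replicates of at least 80%, whatever share of replicates individually reach that level; inactive = mean lysis activity below 80%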
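Test system: log-phase Cryptococcus neoformans yeast cells; Quantity: yeast cell density of 5 × 10^6 cells/mL; Buffer or medium: YPD; Doses: single compound concentration per well; Timing: 4 h at 37 °C static, read 1 h later; Measured by: AK luminescence; Read-out basis: lysis from increased AK signal; Control set: Clomiphene as positive control.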
ERp5 inh: inhibitors of human ERp5; ERp5 insulin aggregation, absorbance 650 nm, 90 min; inhibition, % at 9.99 µM; AID 651711; hit rate 0.05% among 350,000; Q15084;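 active = mean replicate inhibition above about 25%, with every replicate also reaching it, limit read from the data, passing the limit was not always enough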
Target sequence (Q15084 whole entry, looked up): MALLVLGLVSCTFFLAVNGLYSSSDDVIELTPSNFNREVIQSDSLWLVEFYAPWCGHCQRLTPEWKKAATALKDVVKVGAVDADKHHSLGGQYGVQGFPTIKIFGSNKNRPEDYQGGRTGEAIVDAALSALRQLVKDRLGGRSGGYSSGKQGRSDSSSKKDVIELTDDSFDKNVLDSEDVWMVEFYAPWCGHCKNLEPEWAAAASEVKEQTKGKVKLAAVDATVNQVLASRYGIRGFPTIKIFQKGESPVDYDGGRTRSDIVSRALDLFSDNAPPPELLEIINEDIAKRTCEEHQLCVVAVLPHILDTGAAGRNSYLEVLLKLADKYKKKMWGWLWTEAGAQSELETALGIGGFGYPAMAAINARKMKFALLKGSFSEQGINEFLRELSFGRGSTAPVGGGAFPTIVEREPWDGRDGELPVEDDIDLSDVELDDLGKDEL
esBAF inh: SWI/SNF esBAF complex inhibition | reporter increase, % at 12.5 µM | mouse ES cells, Bmi1-luciferase knock-in reporter, 24 h; 100% = twice the neutral-well signal | AID 602393 | hit rate 2% among 350,000; in the data active = activation above about 40%;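 also: 0% = median of the plate's neutral control wells and 100% = double that signal; a rise in the Bmi1 reporter signal indicates esBAF inhibition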
miR122 inh: blocks miR-122 activity in Huh7 sensor cells | Huh7 miR-122 Renilla luciferase sensor, 48 h; neutral wells = 0, positive control = 100 | activation (reporter increase), % at 12.5 µM | hit rate 0.3% among 340,000;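 active = mean replicate activation score at least 90 and every replicate individually at or above 90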;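 also: higher luciferase means less miR-122 activity so hits act as miR-122 inhibitors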
Statin myotox sup: protects C2C12 myotubes from simvastatin toxicity; hit rate 0.78% among 330,000; ATP luminescence, 48 h; scaled: DMSO 0, geranylgeraniol control 100; rescue of ATP level, % at 7.49 µM; AID 602340;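 active = mean ATP rescue above about 67%, or every replicate alone reaching that limit, limit read from the data, passing the limit was not always enough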;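 also: myotubes were challenged with 10 µM simvastatin during compound exposure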
SIRT5 inh: inhibitors of human sirtuin-5 desuccinylase; Q9NXA8; Purified SirT5, succinyl-peptide AMC, trypsin-coupled fluorescence; inhibition, % at 15 µM; hit rate 1.1% among 330,000; AID 652115; in the data active = inhibition above about 15%
Target sequence (Q9NXA8 whole entry, looked up): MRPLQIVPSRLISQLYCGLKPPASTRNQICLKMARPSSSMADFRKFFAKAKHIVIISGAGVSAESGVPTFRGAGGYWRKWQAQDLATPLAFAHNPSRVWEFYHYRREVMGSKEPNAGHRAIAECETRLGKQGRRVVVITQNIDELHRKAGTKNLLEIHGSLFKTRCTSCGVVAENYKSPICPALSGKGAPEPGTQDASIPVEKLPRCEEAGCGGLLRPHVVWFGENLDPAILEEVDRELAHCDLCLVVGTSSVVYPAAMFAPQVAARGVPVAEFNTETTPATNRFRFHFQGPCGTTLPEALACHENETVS
ARNT TACC3 PPI: ARNT/TACC3 interaction disruption; AlphaScreen His-ARNT PAS-B/GST-TACC3 binding, luminescence; TACC3 fragment carries E629A point mutation; hit rate 0.66% among 390,000; AID 623870; inhibition, % at 9.99 µM; Q9Y6A5;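 active = mean inhibition of replicates at least 50% and at least half of replicates each reaching 50%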;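 also: 0% = complete ARNT plus TACC3 wells and 100% = ARNT alone without TACC3; many hits fall short of the cut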
* marks the source's active call; other numbers are inactive results; nt = not tested or not shown; & = joins results of further samples; [ ] = remark or other dose.

nr | Molecule | Cneo AK release | ERp5 inh | esBAF inh | miR122 inh
1 | Cc1cc(NC(=O)CCCC(=O)N(c2ccccc2)C(C(=O)NC2CCCCC2)c2cccs2)no1 (stereo not drawn) | 3 | nt | 2 | 49
2 | Cc1nc(CNC(=O)CC2C(=O)NCCN2Cc2ccc(F)cc2)cs1 (stereo not drawn) | -1 | 3 | nt | -6
3 | Cc1ccc(C(=O)n2nc(-c3ccco3)nc2N)cc1 | 3 | nt | -4 | 0
4 | CC(=O)NNc1ccc(C(F)(F)F)cc1[N+](=O)[O-] | 7 | 3 | -4 | -2
5 | O=C(NCc1ccc2c(c1)OCO2)C(c1ccco1)N(C(=O)c1csnn1)c1ccccc1 (stereo not drawn) | 0 | nt | -4 | 19
6 | Cc1ccc(NC(=O)N2CCC(c3ccccc3)C2)cc1C (stereo not drawn) | 4 | 3 | 4 | -14
7 | O=C(c1cc2c(s1)CCCC2)N1CCN(S(=O)(=O)c2ccccc2)CC1 | 1 | 9 | 5 | 4
8 | COc1ccc(S(=O)(=O)N2CCc3ccccc32)cc1C(=O)NCC(c1ccco1)N1CCCC1 (stereo not drawn) | -1 | 8 | 2 | 7
9 | Cc1ccccc1C(=O)NC(=S)NC1CC1 | 2 | 0 | 19 | nt
10 | c1ccc2[nH]c(CN3CCOCC3)nc2c1 | 1 | nt | 3 | -1
11 | COc1ccc(NC(=O)Nc2ccc3c(c2)C(=O)N([C@@H](C)CO)C[C@@H](C)[C@@H](CN(C)S(=O)(=O)c2ccc(OC)cc2)OCCCC[C@@H](C)O3)cc1 | 2 | nt | 0 | 0[16.7 µM]
12 | C#CCNC(=O)C1=C[C@@H](C2CCCCC2)C[C@@H](OCc2ccc(CO)cc2)O1 | 7&-5 | 1&-3 | -8 | 1
13 | C[C@@H]1CN([C@@H](C)CO)C(=O)c2cc(NC(=O)c3ccncc3)ccc2O[C@@H]1CN(C)Cc1ccc(Cl)c(Cl)c1 | -2 | 10 | 0 | 3[16.7 µM]
14 | Cc1cccc2cc(COC(=O)C3CCCO3)c(=O)[nH]c12 (stereo not drawn) | -1 | nt | -10 | 12
15 | CCCc1cc(-c2n[nH]c(C(=O)OCC)c2-c2cscn2)c(O)cc1O | 3 | -1 | -6 | 4

nr | Statin myotox sup | SIRT5 inh | ARNT TACC3 PPI
1 | 5 | nt | 1
2 | nt | 1 | 6
3 | 81* | nt | nt
4 | 30 | -3 | -2
5 | -4 | nt | -1
6 | -16 | -3 | -2
7 | 25 | -1 | 2
8 | -9 | 0 | 12
9 | 11 | -5 | 5
10 | 0 | nt | -2
11 | nt | nt | 13
12 | -4 | -3&2 | 3&0
13 | -9 | -13 | 7
14 | 14 | nt | 5
15 | -6 | 5 | -5

Carrying on.
nr | Molecule | Cneo AK release | ERp5 inh | esBAF inh | miR122 inh
16 | O=C(c1ccc(OC2CCN(Cc3cccc(F)c3)CC2)cc1)N1CCCCC1 | -1 | -4 | 3 | 2
17 | COc1ccc(NC(=O)c2cc3c([nH]c4ccccc43)c(C)n2)cc1 | 4 | -4 | -5 | 5
18 | COc1cc(N2CCCC2)c(OC)cc1C=O | nt | 2 | nt | nt
19 | O=C(c1ccccc1)N1CCN(S(=O)(=O)c2ccc(Cl)c(C(F)(F)F)c2)CC1 | -1 | 8 | 6 | -2
20 | CO[C@H]1CN(C)C(=O)c2cc(NC(=O)C3CCOCC3)ccc2OC[C@@H](C)N(CC2CC2)C[C@@H]1C | 5 | -6 | -5 | nt
21 | Cc1ccc(CNC(=S)N2CCOCC2)cc1 | 2 | 12 | 5 | -5
22 | Cc1ccc(Nc2nc(C)nc3c2oc2ccccc23)cc1 | nt | 5 | nt | nt
23 | O=C(CSc1ncnc2c1oc1ccccc12)N1CCN(c2ccccc2)CC1 | 1 | nt | 1 | 39
24 | O=C(CN1C(=O)C2CC=C(Cl)CC2C1=O)N1CCOCC1 (stereo not drawn) | 1 | nt | -12 | 2
25 | O=C(c1c(F)cccc1F)N1CCN(c2ccccc2F)CC1 | -3 | nt | 1 | 3
26 | O=C(CN1CCOc2ccccc21)N1CCCC1 | 0 | -2 | -3 | -1
27 | C[C@@H]1CN([C@@H](C)CO)C(=O)c2cc(/C=C/c3ccccc3)cnc2O[C@H]1CN(C)C(=O)C1CCOCC1 | -6 | 15 | 3 | 3[16.7 µM]
28 | O=C(Nc1nnc([C@@H]2C[C@H](O)[C@@H](CO)O2)s1)c1cccc2ccccc12 | 0 | -3 | 35 | 0
29 | COc1ccc(CN(C)C[C@H]2Oc3c(NC(=O)NC4CCCCC4)cccc3C(=O)N([C@@H](C)CO)C[C@@H]2C)cc1 | -2 | 7 | -1 | 72[16.7 µM]
30 | CCC(=O)N1CCN(c2ccc(NC(=O)COc3ccccc3Cl)cc2)CC1 | 0 | -2 | 1 | -10

nr | Statin myotox sup | SIRT5 inh | ARNT TACC3 PPI
16 | -5 | 1 | 5
17 | 52 | -4 | nt
18 | nt | 1 | -4
19 | 7 | 0 | -2
20 | -22 | -2 | 0
21 | 4 | -4 | 2
22 | nt | 0 | 26
23 | -18 | nt | -10
24 | -1 | nt | nt
25 | -5 | nt | 2
26 | 1 | -4 | -2
27 | 32 | -13 | -8
28 | -5 | 15 | nt
29 | -29 | 4 | 4
30 | -28 | 0 | 0

Compound profiles, as listed above:
O=C(CN1CCOc2ccccc21)N1CCCC1 is listed with Cneo AK release: 0; ERp5 inh: -2; esBAF inh: -3; miR122 inh: -1; Statin myotox sup: 1; SIRT5 inh: -4; ARNT TACC3 PPI: -2
O=C(c1ccc(OC2CCN(Cc3cccc(F)c3)CC2)cc1)N1CCCCC1 is listed with Cneo AK release: -1; ERp5 inh: -4; esBAF inh: 3; miR122 inh: 2; Statin myotox sup: -5; SIRT5 inh: 1; ARNT TACC3 PPI: 5

Following part
nr | Molecule | Cneo AK release | ERp5 inh | esBAF inh | miR122 inh
31 | COc1ccc(NC(=O)N(C)C[C@@H]2OCCCC[C@H](C)Oc3ccc(NS(=O)(=O)c4cccs4)cc3C(=O)N([C@H](C)CO)C[C@H]2C)cc1 | 1 | -4 | -2 | -3[16.7 µM]
32 | CC(=O)N1c2ccccc2Sc2ccc3ccccc3c21 | -4 | -4 | -4 | -7
33 | CO[C@@H]1CN(C)C(=O)c2ccc(NC(=O)C3CC3)cc2OC[C@@H](C)N(C(=O)c2ccccc2)C[C@@H]1C | -2 | -4 | -2 | nt
34 | COc1ccc(NC(=O)N(CCc2ccccc2)Cc2cc3c(C)cc(C)cc3[nH]c2=O)cc1 | 0 | nt | 28 | -17
35 | C[C@H](CO)N1C[C@H](C)[C@H](CN(C)Cc2ccc3c(c2)OCO3)OCc2ccccc2-c2ccccc2C1=O | 0 | 4 | -9 | nt
36 | COc1cccc(S(=O)(=O)N(C)C[C@@H]2Oc3cc(C#CCN(C)C)ccc3S(=O)(=O)N([C@@H](C)CO)C[C@@H]2C)c1 | 4 | -2 | -8 | -3[16.7 µM]
37 | COc1ccc(N2CCN(C(=O)C(=O)c3c(C)n(C)c4ccccc34)CC2)cc1 | -5 | 2 | -8 | -5
38 | Nc1ccc(Cc2nc3c(ccc4ccccc43)[nH]2)cc1 | 1 | 2 | 87* | nt
39 | Cc1nc2ccccn2c1C(=O)/C=C/c1cccc([N+](=O)[O-])c1 | nt | -5 | nt | nt
40 | CC(C)[C@H](NC(=O)C1(c2ccccc2)CCN(C(=O)OC(C)(C)C)CC1)C(=O)O | 0 | nt | -2 | -7
41 | CCn1cc([N+](=O)[O-])c(C(=O)Nc2cc(C)on2)n1 | 0 | nt | 2 | 1
42 | COc1cccc(OC)c1C(=O)Nc1sc2c(c1C(N)=O)CCCC2 | 3 | 6 | nt | -1
43 | COc1ccc(NC(=O)c2cc(S(=O)(=O)N3CCCCC3)ccc2OC)cc1 | -2 | 1 | -1 | 2
44 | C[C@@H]1CN([C@@H](C)CO)C(=O)Cc2cc(NC(=O)Cc3ccccc3)ccc2O[C@H]1CN(C)C(=O)Nc1ccc2c(c1)OCO2 | -3 | 10 | -7 | 3[16.7 µM]
45 | Cn1c2c(c(=O)n(C)c1=O)C(C(F)(F)F)(C(F)(F)F)N=C(CCC1CCCCC1)N2 | -2 | 2 | nt | nt

nr | Statin myotox sup | SIRT5 inh | ARNT TACC3 PPI
31 | nt | 2 | nt
32 | 3 | 1 | nt
33 | -3 | 1 | -7
34 | -13 | nt | -2
35 | -13 | 5 | 10
36 | -43 | 0 | -5
37 | 4 | 2 | -5
38 | 12 | 0 | -3
39 | nt | -3 | 0
40 | -1 | nt | -3
41 | nt | nt | nt
42 | nt | 2 | nt
43 | 7 | -1 | 2
44 | -12 | 5 | -4
45 | nt | nt | -2

Five entries from above, sorted by their value in SIRT5 inh, lowest first.
#	Structure	SIRT5 inh
43	COc1ccc(NC(=O)c2cc(S(=O)(=O)N3CCCCC3)ccc2OC)cc1	-1
8	COc1ccc(S(=O)(=O)N2CCc3ccccc32)cc1C(=O)NCC(c1ccco1)N1CCCC1 (stereo not drawn)	0
2	Cc1nc(CNC(=O)CC2C(=O)NCCN2Cc2ccc(F)cc2)cs1 (stereo not drawn)	1
31	COc1ccc(NC(=O)N(C)C[C@@H]2OCCCC[C@H](C)Oc3ccc(NS(=O)(=O)c4cccs4)cc3C(=O)N([C@H](C)CO)C[C@H]2C)cc1	2
29	COc1ccc(CN(C)C[C@H]2Oc3c(NC(=O)NC4CCCCC4)cccc3C(=O)N([C@@H](C)CO)C[C@@H]2C)cc1	4

(cont.)
nr | Molecule | Cneo AK release | ERp5 inh | esBAF inh | miR122 inh
46 | CN(C)C(=O)c1ccc(NC(=O)c2cccc(S(=O)(=O)N3CCN(Cc4ccccc4)CC3)c2)cc1 | -1 | nt | 7 | nt
47 | CN1C(=O)c2cc(NC(=O)C3CCOCC3)ccc2OC[C@@H]2O[C@H](CC(=O)NCC3CC3)CC[C@H]21 | -2 | -9 | -1 | 1[16.7 µM]
48 | CCn1c(SCC(=O)NC(=O)NCc2ccco2)nnc1-c1cccs1 | 3 | nt | -1 | -2
49 | O=C(Cc1ccc(F)cc1)Nc1cccc(S(=O)(=O)N2CCCC2)c1 | nt | 9 | nt | nt
50 | c1cncc(-c2ccc3ncnc(NCc4ccc5c(c4)OCO5)c3c2)c1 | 2 | -2 | -7 | -16
51 | CCN(CC)c1ccc(NC(=O)c2cccnc2)c(C)c1 | 1 | nt | 1 | -8
52 | CCOc1ccc(CCNC(=O)c2ccc(CNS(=O)(=O)c3ccccc3)cc2)cc1OCC | -4 | nt | 2 | -1
53 | CN1c2ccc(Br)cc2[C@H]2[C@H](CCN2C(=O)Nc2ccc(F)cc2)[C@@H]1CO | -7 | -5 | 3 | 3[16.7 µM]
54 | O=C(CSc1ccc(-c2ccc(F)cc2)nn1)N1CCCCC1 | 0 | 5 | 24 | -2
55 | CCCCN(C(=S)Nc1cccc(SC)c1)C1CCN(C(C)=O)CC1 | -3 | -4 | nt | 23
56 | COc1ccc(-c2ccc(CN3C(C)C(=O)N(Cc4cn(CC5CCCCC5)nn4)CCS3(=O)=O)cc2)cc1 (stereo not drawn) | -1 | -3 | 16 | -3
57 | CCCNC(=O)C[C@@H]1CC[C@H]2[C@H](COc3ccc(NC(=O)COC)cc3C(=O)N2C)O1 | 1 | nt | -4 | 54[16.7 µM]
58 | Cc1nc(C)c(C(=O)OCC(=O)Nc2ccc(C)c(C)c2)s1 | 7 | 2 | 6 | -7
59 | O=S(=O)(c1ccccc1F)N1CC[C@@H]2[C@H]1c1cc(-c3cccc(F)c3)ccc1N[C@@H]2CO | -2 | nt | 6 | 34[16.7 µM]
60 | COc1cccc(OC)c1CC1SC(=O)NC1=O (stereo not drawn) | nt | -2 | nt | nt
61 | COc1cc(CC(=O)N(C)CC(=O)Nc2cc(C)ccc2C)cc(OC)c1OC | -3 | -2 | -2 | -8

nr | Statin myotox sup | SIRT5 inh | ARNT TACC3 PPI
46 | 7 | 3 | 4
47 | 2 | 1 | -1
48 | nt | nt | 0
49 | nt | 0 | -1
50 | -30 | 5 | 2
51 | 1 | nt | 6
52 | 2 | nt | -9
53 | -16 | 3 | 4
54 | -8 | 1 | -20
55 | nt | 7 | 1
56 | 5 | -3 | nt
57 | -2 | nt | 10
58 | -10 | -5 | nt
59 | -84 | nt | -5
60 | nt | -4 | -10
61 | 7 | -1 | -2
